GLP1R cytotox – cytotoxicity in counter-screen for GLP-1R inverse agonists. 410,000 tested, 0.13% active. HEK293 cAMP-luciferase reporter cells, luminescence, 24 h. Potency, µM (doses to about 38.3 µM), for the others: at the highest dose activity change, negative = inhibition, usual class: inhibitors. AID 624418;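 further: loss of luciferase light is scored as toxicity; on the % scale 0 is the no-effect control and ±100 the full control effect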
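Step one: seed cells (200 cells/uL, DMEM with 10% Nu serum, 1% pen-strep). Step two: 12-hour incubation at 37 deg C. Step three: pin 23 nL compound, incubate 24 hr. Step four: add luciferase reagent, read luminescence 12 min later.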
HT1080-NT tox – kills 2HG-producing HT-1080-NT fibrosarcoma cells | 360,000 tested, 1.6% active | Potency, µM (series often up to 46.1 µM), inactives show at the highest dose activity, negative = less viability, actives largely listed as cytotoxic | HT-1080-NT fibrosarcoma viability, CellTiter-Glo ATP luminescence, 48 h;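 further: NT is the 2HG producing partner of a matched IDH1 knockdown line; 0% = DMSO-treated cells and -100% = media-only wells without cells; nearly all actives have a fitted effect of over 55% in size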
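Luminescent CellTiter-Glo readout after 48 hours of compound exposure at 37 degrees C defined viability of HT-1080-NT cells. Activity was normalized to DMSO wells and cell-free media wells; concentration-response curves were fitted and assigned curve classes.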
SW480 rereplic – DNA re-replication induction in SW480 cells. AID 624297. 340,000 tested, 1.8% active. Potency, µM (titrated, usually from 46.1 µM), for inactives: at the top dose re-replication activation, hits mostly activators. SW480 DNA re-replication, Hoechst DNA content imaging, 48 h; further: % of control where 0% means no effect; nearly all actives have a fitted effect of over 55% in size
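SW480 cells exposed to compounds for 48 hr at 37 C, 5% CO2, then Hoechst-stained 40 min. Nuclear DNA content imaged by fluorescence scanning (405 nm excitation, 500-530 nm emission); re-replication scored as increased high-intensity nuclei.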
HT1080 IDH1KD tx – HT-1080 IDH1 knockdown cell toxicity (counter line); HT-1080 IDH1 knockdown viability, ATP luminescence, 48 h; Potency, µM (top dose mostly 46.1 µM), inactives show top-dose activity, negative = toxicity, usual class: cytotoxic; 360,000 tested, 2% active; AID 686971;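 further: 0% = DMSO wells and -100% = cell-free medium wells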
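Luminescent ATP read-out (CellTiter-Glo, 10 min at room temperature) after 48 h compound exposure at 37 °C gave viability of IDH1-knockdown HT-1080 cells. Activity was normalised to DMSO and cell-free wells, then fitted as concentration-response curves.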
GLP-1R inv ag – GLP-1 receptor (human) inverse agonism. AID 624417. Potency, µM (top dose mostly 38.3 µM), inactives show at the top dose activity change, negative = inhibition, most hits filed as inhibitors. P43220. 410,000 tested, 1.6% active. HEK293 GLP-1R CRE-luciferase, luminescence, 24 h; GLP-1R form is constitutively active; further: on the % scale 0 is the no-effect control and ±100 the full control effect; nearly all actives have a fitted effect of over 55% in size
Target sequence (P43220 whole entry, looked up): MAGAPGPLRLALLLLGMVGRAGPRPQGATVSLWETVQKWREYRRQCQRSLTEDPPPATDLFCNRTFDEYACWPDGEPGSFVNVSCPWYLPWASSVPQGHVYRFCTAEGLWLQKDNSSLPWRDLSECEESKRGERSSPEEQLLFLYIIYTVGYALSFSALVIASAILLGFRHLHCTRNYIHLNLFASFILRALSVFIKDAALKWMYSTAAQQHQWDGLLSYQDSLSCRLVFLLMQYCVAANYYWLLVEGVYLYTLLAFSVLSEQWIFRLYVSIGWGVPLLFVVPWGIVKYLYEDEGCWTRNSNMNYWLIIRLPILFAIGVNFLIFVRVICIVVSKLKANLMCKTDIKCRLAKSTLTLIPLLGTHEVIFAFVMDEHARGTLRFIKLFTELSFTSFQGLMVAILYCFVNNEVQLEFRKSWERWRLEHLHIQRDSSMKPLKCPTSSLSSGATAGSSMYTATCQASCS
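Inverse agonism was detected as reduced cAMP-driven luciferase luminescence after 24 h compound treatment. The cells were HEK293 clones expressing constitutively active human GLP-1R with the reporter. Reporter-only and GPR119 cell lines served as counterscreen controls.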
GLP-1R agonist – activates the human GLP-1 receptor. P43220. HEK293 GLP-1R CRE-luciferase, luminescence, 4-6 h; cells express a hypersensitive GLP-1R form. Potency, µM (series often up to 45.6 µM), for the others: at the top dose activation, most hits filed as activators. 380,000 tested, 0.007% active; further: % of control where 0% means no effect
KB-3-1 tox – kills parental KB-3-1 adenocarcinoma cells. 400,000 tested, 1.4% active. Potency, µM (doses to about 46.1 µM), without a hit: at the highest dose activity change, negative = cytotoxic, hits mostly cytotoxic. KB-3-1 viability, CellTiter-Glo ATP luminescence, 72 h; further: on the % scale 0 is the no-effect control and ±100 the full control effect; nearly all actives have a fitted effect of over 60% in size
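Multi-concentration cytotoxicity screen in KB-3-1 cells grown in DMEM lacking phenol red with 10% FBS. After 72 h at 37 °C with compound, ATP-dependent luminescence was recorded.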
TDP43 rescue – TDP-43 toxicity inhibition in yeast. TDP-43 expressing yeast growth rescue, BacTiter-Glo, 24 h. Potency, µM (titrated, usually from 46.1 µM), inactives show at the top dose growth rescue (activation), usual class: activators. 410,000 tested, 1.8% active. AID 652104; further: % of control where 0% means no effect; nearly all actives have a fitted effect of over 50% in size
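Growth rescue of TDP-43-toxic yeast measured as ATP luminescence (BacTiter-Glo). Cells grown to mid-log in raffinose, induced in galactose at OD600=0.02, exposed to compound 24 hr at 30 deg C.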
KB-V1 MDR tox – KB-V1 MDR subline cytotoxicity; 400,000 tested, 3.4% active; KB-V1 MDR cells viability, CellTiter-Glo, 72 h; Potency, µM (top dose mostly 46.1 µM), for the others: at the highest dose activity change, negative = cytotoxicity, hits mostly cytotoxic; further: on the % scale 0 is the no-effect control and ±100 the full control effect; nearly all actives have a fitted effect of over 60% in size
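KB-V1 MDR subline cells in DMEM (phenol-red free, 10% FBS) exposed to compounds in qHTS concentration series for 72 h at 37 degrees C. Viability read by CellTiter-Glo luminescence; concentration-effect curves fitted after normalization and correction.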
Numbers without * were called inactive; u = inconclusive; x = not tested or not shown; [ ] = another dose, or the depositor's remark. The call rests on the fitted dose curve; in most records, active means well fitted curve in the direction sought with a large enough effect; inconclusive means small, poorly fitted or top-dose-only effect, or another doubt; inactive means no such curve, though single readings can be large; an effect the other way counts as inactive or inconclusive. Potency means the concentration at half of the fitted maximal effect.

1) Cc1ccc(-c2nnc(SCC(=O)NC(C)(C)C)nc2-c2ccc(C)cc2)cc1
2) BrC(=C\c1ccccc1)/C=N/Nc1nc2ccccc2[nH]1
3) C[C@H]1NS(=O)(=O)c2ccc(Br)cc2O[C@H]1c1ccccc1
4) Cc1ccc(N2CC(C(=O)NCc3ccc(C)n3C)CC2=O)cc1 (stereo not drawn)
5) O=C(c1cccnc1)N1CCN(S(=O)(=O)c2ccc(F)cc2)CC1
6) COc1ccc(/C=C(\NC(=O)c2ccc(C)cc2)C(=O)NCC2CCCO2)cc1 (stereo not drawn)
7) Cc1ccccc1C(=O)Nc1nnc(S(=O)(=O)N(C)Cc2ccco2)s1
8) CCSc1nnc(-c2cccc(S(=O)(=O)N(CC)CC)c2)n1Cc1ccccc1

Screen / compound no. | 1 | 2 | 3 | 4 | 5 | 6 | 7 | 8
GLP1R cytotox | 0% | u | -4% | 20% | 11% | -6% | 4% | -21%
HT1080-NT tox | x | -4% | 0% | -1% | 19% | 3% | u | u
SW480 rereplic | x | u | 1% | -12% | -49%[inhibitor] | -9% | -1% | 5%
HT1080 IDH1KD tx | x | u | -6% | 1% | 14% | 0% | -23% | -16%
GLP-1R inv ag | 11µM* | -15% | 4% | 4% | 1% | 7% | -12% | 0%
GLP-1R agonist | x | 9% | 6% | 5% | 1% | 4% | -5% | -2%
KB-3-1 tox | -3% | -11% | -17% | 1% | -2% | -5% | -2% | -3%
TDP43 rescue | 10% | -4% | u | 24% | 17% | 0% | 0% | -29%
KB-V1 MDR tox | 1% | u | -22% | 3% | 1% | -5% | -5% | u

9) CC1Oc2ccccc2C=C1/C=N/NC(=O)c1ccncc1 (stereo not drawn)
10) N#CCc1nn(-c2ccccc2)c(N)c1C#N
11) Cc1nn(-c2ccccc2)c(Cl)c1CN(C(=O)CCl)c1cccc2ccccc12
12) Cc1ccc(C2=NC(c3ccccc3)=Nc3ccc(Cl)cc3N2)cc1
13) Cc1ccc(NC(=O)Cn2c(=O)n(Cc3ccccc3)c(=O)c3c(C)c(C)sc32)c(C)c1
14) C=CCNc1oc(-c2ccc(OCC)cc2)nc1C#N
15) CCN(C(=O)CSc1nnnn1-c1ccc(Cl)cc1)C1CCS(=O)(=O)C1 (stereo not drawn)
16) COc1cc(/C=C2/C(=O)NN(c3cccc(F)c3)C2=O)ccc1OC(=O)c1ccco1

Screen / compound no. | 9 | 10 | 11 | 12 | 13 | 14 | 15 | 16
GLP1R cytotox | -16% | -1% | u | -14% | 0% | 7% | -2% | u
HT1080-NT tox | -18% | 6% | 4.1µM* | x | x | 6% | -6% | -6%
SW480 rereplic | -6% | 0%[9.22 µM] | u | x | x | -11% | 0% | u
HT1080 IDH1KD tx | -10% | 7% | 5.2µM* | x | x | -7% | 2% | 1%
GLP-1R inv ag | u | -1% | u | -30% | 6% | -5% | -18% | u
GLP-1R agonist | 0% | -10% | -27% | x | x | 8% | 0% | -3%
KB-3-1 tox | -6% | u | 18µM* | -3% | 4% | 0% | -18% | u
TDP43 rescue | 16% | 2% | 18µM* | 10% | 0% | 23% | -2% | -2%
KB-V1 MDR tox | -15% | 27% | u | 1% | 15% | -8% | 0% | u

17) CCOC(=O)N1CCN(C(=O)c2ccccc2NC(C)=O)CC1
18) Cc1ccccc1OCc1nnc(SCC(=O)NCc2ccccc2)n1C
19) CC(C)c1ccc(C(C(C(=O)c2ccccc2)N2CCOCC2)N2CCOCC2)cc1 (stereo not drawn)
20) Cc1cc(Br)c(NC(=O)COC(=O)C2CCCCC2)c(Br)c1
21) CCCP(=O)(CC(=O)N(CC)CC)c1ccccc1 (stereo not drawn)
22) O=C(Nc1nccs1)c1sc2cc(Cl)ccc2c1Cl
23) CCc1ccc(CNC(=O)Cn2nc(-c3ccccc3)ccc2=O)cc1
24) Cc1c(Cl)cccc1NC(=O)Cn1nc(C)n2cccc2c1=O
25) O=C(NCc1ccccc1Cl)c1ccc2c(=O)n(CC3CCCO3)c(=S)[nH]c2c1 (stereo not drawn)

Screen / compound no. | 17 | 18 | 19 | 20 | 21 | 22 | 23 | 24 | 25
GLP1R cytotox | 20% | -27% | 3% | -1% | 10% | u | -8%[0.307 µM] | -4% | 10%
HT1080-NT tox | 17% | 8% | -7% | 11% | 11% | -16% | -8% | 11% | 0%
SW480 rereplic | -5% | -6% | 2% | -4% | -3%[9.22 µM] | -1% | 5% | -31% | -3%
HT1080 IDH1KD tx | 16% | -14% | 4% | 5% | 5% | -8% | -17% | 3% | 4%
GLP-1R inv ag | 6% | -47% | -3% | 7% | -8% | u | 8%[0.307 µM] | 13% | 3%
GLP-1R agonist | 0% | -1% | 3% | -3% | -14% | -40%[inhibitor] | -1% | -2% | 6%
KB-3-1 tox | 2% | 10% | 1% | 12% | 9% | u | 8% | -9% | -2%
TDP43 rescue | 0% | 24% | 1% | 16µM* | -3% | -5% | 1% | -5% | 0%
KB-V1 MDR tox | 3% | 11% | 5% | -5% | 6% | u | -21% | 7% | u

Part of the list above in order of number of heavy atoms, rising:
22) O=C(Nc1nccs1)c1sc2cc(Cl)ccc2c1Cl
14) C=CCNc1oc(-c2ccc(OCC)cc2)nc1C#N
20) Cc1cc(Br)c(NC(=O)COC(=O)C2CCCCC2)c(Br)c1
17) CCOC(=O)N1CCN(C(=O)c2ccccc2NC(C)=O)CC1
23) CCc1ccc(CNC(=O)Cn2nc(-c3ccccc3)ccc2=O)cc1
18) Cc1ccccc1OCc1nnc(SCC(=O)NCc2ccccc2)n1C
25) O=C(NCc1ccccc1Cl)c1ccc2c(=O)n(CC3CCCO3)c(=S)[nH]c2c1 (stereo not drawn)
16) COc1cc(/C=C2/C(=O)NN(c3cccc(F)c3)C2=O)ccc1OC(=O)c1ccco1

Screen / compound no. | 22 | 14 | 20 | 17 | 23 | 18 | 25 | 16
GLP1R cytotox | u | 7% | -1% | 20% | -8%[0.307 µM] | -27% | 10% | u
HT1080-NT tox | -16% | 6% | 11% | 17% | -8% | 8% | 0% | -6%
SW480 rereplic | -1% | -11% | -4% | -5% | 5% | -6% | -3% | u
HT1080 IDH1KD tx | -8% | -7% | 5% | 16% | -17% | -14% | 4% | 1%
GLP-1R inv ag | u | -5% | 7% | 6% | 8%[0.307 µM] | -47% | 3% | u
GLP-1R agonist | -40%[inhibitor] | 8% | -3% | 0% | -1% | -1% | 6% | -3%
KB-3-1 tox | u | 0% | 12% | 2% | 8% | 10% | -2% | u
TDP43 rescue | -5% | 23% | 16µM* | 0% | 1% | 24% | 0% | -2%
KB-V1 MDR tox | u | -8% | -5% | 3% | -21% | 11% | u | u
